Statin myotox sup: suppressors of statin myotoxicity in C2C12 myotubes, primary screen, cell-based, single point, plate reader | C2C12 myotubes + simvastatin, ATP luminescence, 48 h; scaled: DMSO 0, geranylgeraniol control 100 | rescue of ATP level, % at 7.49 µM | 0.78% of 330,000 active | AID 602340, 2012;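 active = mean ATP rescue above about 67%, or every replicate alone reaching that limit, limit read from the data, passing the limit was not always enough; inconclusive = no clear call, values can overlap the other calls; inactive = mean under the limit and some replicate under it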;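 also: myotubes were challenged with 10 µM simvastatin during compound exposure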
ARNT-TACC3 inh: disruptors of ARNT/TACC3 protein interaction, primary screen, biochemical, AlphaScreen, single concentration; Transforming acidic coiled-coil-containing protein 3 (Homo sapiens), Q9Y6A5; AlphaScreen His-ARNT PAS-B/GST-TACC3 binding, luminescence; TACC3 fragment carries E629A point mutation; inhibition, % at 9.99 µM; 0.66% of 390,000 active;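 active = mean inhibition of replicates at least 50% and at least half of replicates each reaching 50%; inconclusive = half or more replicates reach 50% but mean below 50%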;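 also: 0% = complete ARNT plus TACC3 wells and 100% = ARNT alone without TACC3; many hits fall short of the cut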
SIRT5 inh: SIRT5 desuccinylase inhibitors, primary screen, biochemical, fluorescence imaging, single point, set 5. NAD-dependent protein deacylase sirtuin-5, mitochondrial (Homo sapiens), Q9NXA8. Purified SirT5, succinyl-peptide AMC, trypsin-coupled fluorescence. inhibition, % at 15 µM. 1.1% of 330,000 active. AID 652115, 2013; in the data active = inhibition above about 15%; inconclusive = no clear call, values can overlap the other calls
Target sequence (Q9NXA8 whole entry, looked up): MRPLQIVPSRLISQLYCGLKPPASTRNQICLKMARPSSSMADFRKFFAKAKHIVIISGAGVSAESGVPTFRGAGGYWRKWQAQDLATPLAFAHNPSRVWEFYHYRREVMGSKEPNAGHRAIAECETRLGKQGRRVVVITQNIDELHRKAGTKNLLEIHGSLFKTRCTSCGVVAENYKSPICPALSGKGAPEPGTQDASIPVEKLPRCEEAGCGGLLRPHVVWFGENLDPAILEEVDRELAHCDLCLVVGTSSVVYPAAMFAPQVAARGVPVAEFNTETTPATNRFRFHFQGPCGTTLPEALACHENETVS
esBAF inh: Bmi1 luciferase reporter increase in mESCs, primary screen, esBAF inhibitor project, mouse ES cells, Bmi1 luciferase knock-in, single point. 24 h; 100% = twice the neutral-well signal. reporter increase, % at 12.5 µM. 2% of 350,000 active. AID 602393, 2012; in the data active = activation above about 40%; inconclusive = no clear call, values can overlap the other calls;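 also: 0% = median of the plate's neutral control wells and 100% = double that signal; a rise in the Bmi1 reporter signal indicates esBAF inhibition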
Cneo AK release: Cryptococcus neoformans cell lysis inducers, primary screen, AK release luminescence, single concentration | lysis activity, % at 15 µM | 0.2% of 360,000 active | C. neoformans lysis, adenylate kinase release luminescence, 4 h; normalised: neutral wells 0, clomiphene wells 100;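 active = mean lysis activity across replicates of at least 80%, whatever share of replicates individually reach that level; inactive = mean lysis activity below 80%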
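Assay system: C. neoformans cells. Amount: yeast cell density of 5 × 10^6 cells/mL. Technique: AK luminescence. Buffer or medium: YPD. Times: static 4 h at 37 °C with compound, 1 h detection. Dosing: single-point compound dose. Read-out: lysis from increased AK signal.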
miR122 inh: miR-122 Renilla sensor signal increase in Huh7, primary screen, miR-122 inhibitor project, cell-based, single point, plate reader; Huh7 miR-122 Renilla luciferase sensor, 48 h; neutral wells = 0, positive control = 100; activation (reporter increase), % at 12.5 µM; 0.3% of 340,000 active;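 active = mean replicate activation score at least 90 and every replicate individually at or above 90; inconclusive = only one of the two criteria met; inactive = neither criterion met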;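 also: higher luciferase means less miR-122 activity so hits act as miR-122 inhibitors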
ERp5 block: inhibitors of ERp5-driven insulin aggregation, primary screen, biochemical, turbidity, absorbance 650 nm, single point. Protein disulfide-isomerase A6 (Homo sapiens), Q15084. 90 min. inhibition, % at 9.99 µM. 0.05% of 350,000 active;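 active = mean replicate inhibition above about 25%, with every replicate also reaching it, limit read from the data, passing the limit was not always enough; inconclusive = only one of those two criteria met; inactive = neither criterion met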
Target sequence (Q15084 whole entry, looked up): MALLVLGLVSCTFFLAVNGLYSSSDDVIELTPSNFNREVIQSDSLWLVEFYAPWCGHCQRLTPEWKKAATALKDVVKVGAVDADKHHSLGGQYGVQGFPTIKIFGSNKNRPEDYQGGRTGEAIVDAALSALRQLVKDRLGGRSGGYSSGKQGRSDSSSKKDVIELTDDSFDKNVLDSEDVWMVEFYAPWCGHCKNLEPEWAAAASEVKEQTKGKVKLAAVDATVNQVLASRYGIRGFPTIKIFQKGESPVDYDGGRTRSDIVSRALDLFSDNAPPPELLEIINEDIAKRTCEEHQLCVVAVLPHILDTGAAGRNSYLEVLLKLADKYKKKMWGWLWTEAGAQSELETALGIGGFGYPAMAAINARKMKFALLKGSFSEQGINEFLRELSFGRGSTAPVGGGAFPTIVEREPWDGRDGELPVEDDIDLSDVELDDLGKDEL
* = called active by the depositor; ? = inconclusive; nt = not tested or not shown; [ ] = remark or other dose.

SMILES | Statin myotox sup | ARNT-TACC3 inh | SIRT5 inh | esBAF inh | Cneo AK release | miR122 inh | ERp5 block
C[C@H]1CCCCO[C@H](CN(C)C(=O)Cc2ccccc2)[C@@H](C)CN([C@@H](C)CO)C(=O)c2cc(NS(C)(=O)=O)ccc2O1 | -32.8 | -4.6 | -3.0 | 2.5 | 1.3 | 6.6[16.7 µM] | -4.8
CC/C(=N\NC(=O)CSCc1ccccc1Cl)c1ccc2c(c1)OCCO2 | -5.9 | -9.4 | nt | 6.3 | 2.8 | 8.0 | nt
CN1OC[C@@H]2CN[C@H](c3cccc(-c4ccccc4)c3)C[C@@H]21 | 6.7 | 22.0 | nt | -6.2 | 0.3 | -4.6 | -1.9
S=C(NCCc1ccccc1)N1CCN(C23CC4CC(CC(C4)C2)C3)CC1 | -16.8 | -0.3 | -3.0 | -6.0 | 0.8 | 4.2 | -3.0
CCc1nc(N2CCN(Cc3ccc4c(c3)OCO4)CC2)c2oc3ccccc3c2n1 | -23.0 | 1.2 | nt | -2.9 | 9.2 | 1.4 | nt
Cc1cc(C)n(C(N)=NC(=O)c2ccc([N+](=O)[O-])cc2)n1 | -0.3 | -2.4 | -2.9 | ? | 0.6 | -10.9 | -3.7
O=C(O)C1CSC2(c3ccc(F)cc3)CCC(=O)N12 (stereo unspecified) | 6.8 | -5.2 | 0.8 | 1.5 | -0.3 | 4.0 | 2.4
C[C@H]1CN([C@@H](C)CO)C(=O)Cc2cc(NC(=O)CCC(F)(F)F)ccc2O[C@@H]1CN(C)S(=O)(=O)c1ccc(Cl)cc1 | -10.2 | nt | nt | -4.2 | -1.5 | -7.8[16.7 µM] | 9.0
CC(C)C(=O)N1CCCC1(C)C(=O)NCc1ccccn1 (stereo unspecified) | -0.8 | nt | nt | 3.2 | -0.6 | 5.4 | 3.9
COC(=O)c1cccc(NC(=O)CCCOc2ccccc2)c1 | 0.7 | nt | nt | 2.6 | 1.5 | 1.4 | nt
CCCNC(=O)C[C@@H]1CC[C@@H]2[C@H](COc3ccc(NC(=O)c4ccc(C(F)(F)F)cc4)cc3C(=O)N2C)O1 | 0.4 | -4.3 | 3.9 | 2.1 | -7.1 | -10.0[16.7 µM] | 1.9
COc1ccccc1CC(=O)OC(C)C(=O)Nc1ccc(S(=O)(=O)N2CCCCC2)cc1 (stereo unspecified) | 0.1 | 1.4 | 2.0 | -1.7 | -0.8 | -5.8 | -6.6
C[C@H](CO)N1C[C@H](C)[C@@H](CN(C)S(C)(=O)=O)Oc2ccc(NC(=O)Cc3ccccc3)cc2CC1=O | 4.0 | -5.2 | 7.4 | -2.6 | 6.9 | 0.4[16.7 µM] | -1.5
C[C@@H]1CCCCO[C@H](CN(C)S(C)(=O)=O)[C@@H](C)CN([C@H](C)CO)C(=O)c2cc(NC(=O)NC3CCCCC3)ccc2O1 | -26.2 | -2.7 | -2.1 | 4.0 | 1.9 | 15.3[16.7 µM] | -17.7
COc1ccc([C@@H]2CC=C(C(=O)O)CN2S(=O)(=O)c2ccc(Cl)cc2)cc1 | 0.7 | -1.6 | nt | -0.7 | -0.5 | nt | -0.7
COCCNC(=O)CN(c1cccc(OC)c1)S(=O)(=O)c1ccc(C)cc1 | 4.9 | 1.1 | nt | -5.6 | -2.5 | -2.5 | nt
Cc1c(Cl)cccc1NC(=O)CCN1CCCCC1 | -6.0 | -0.1 | nt | 2.3 | -5.6 | 6.3 | nt
O=C(CCCn1c(=O)oc2ccccc21)N1CCN(c2ccc(F)cc2)CC1 | 2.9 | 3.1 | 2.3 | 10.6 | -3.4 | -2.2 | 3.0
O=C(Nc1ccc(F)cc1)N[C@@H]1CC[C@@H](CC(=O)N2CCCCC2)O[C@H]1CO | 4.5 | nt | 2.1 | 1.2 | 0.0 | nt | -1.4
Cc1ccc(S(=O)(=O)N2CCN(c3ccc(N4CCOCC4)nn3)CC2)cc1[N+](=O)[O-] | -2.1 | 3.5 | -0.6 | nt | 0.2 | 1.8 | -4.5
O=[N+]([O-])c1ccc(N2CCN(CCO)CC2)c2ncccc12 | nt | -0.8 | nt | nt | 2.2 | -3.4 | nt
COc1ccccc1-c1cn(CC[C@@H]2CC[C@H](NS(=O)(=O)c3ccccc3C)[C@@H](CO)O2)nn1 | 1.2 | -2.9 | -0.8 | 1.1 | 2.2 | nt | -4.9
C[C@H]1CN([C@@H](C)CO)C(=O)c2cc(NS(=O)(=O)c3ccc(F)cc3)ccc2O[C@H]1CN(C)S(=O)(=O)c1cn(C)cn1 | 2.7 | -7.8 | -2.2 | -7.5 | 0.7 | -0.5 | 1.1
CC=Cc1ccc2n(c1=O)C[C@@H]1[C@@H](CO)[C@H](C(=O)NC3CCCC3)N(Cc3ccncc3)[C@H]21 (mixture of isomers) | 18.1 | 4.2 | 0.9 | -1.7 | 54.2 | nt | 0.9
CCc1ccc(C(CNc2nc(C(F)(F)F)nc3ccccc23)N(C)C)cc1 (stereo unspecified) | -11.1 | 5.7 | -3.3 | 3.8 | 4.4 | -7.0 | 2.4
CC1CCc2c(nc3ncnn3c2N2CC(C)OC(C)C2)C1 (stereo unspecified) | -3.9 | 3.2 | nt | 1.4 | -4.4 | 1.1 | nt
COCCNS(=O)(=O)c1cc(OC)c(C)cc1C | -3.1 | -0.1 | 1.4 | 2.3 | -0.2 | 2.9 | -4.6
CC1CCC(NC(=O)c2ccc(NC(=O)CC3SC(N4CCCC4)=NC3=O)cc2)CC1 (stereo unspecified) | -66.5 | -5.1 | 2.6 | 65.8* | -0.9 | -0.9 | -6.0
COCC(=O)Nc1ccc2c(c1)C(=O)N(C)[C@H]1CC[C@@H](CC(=O)NCc3ccccc3F)O[C@@H]1CO2 | 59.6 | -23.5 | -3.4 | -1.8 | -0.8 | 25.0[16.7 µM] | 3.1
O=C(O)CN1C(=O)C2C3C=CC(C3)C2C1=O (stereo unspecified) | nt | 3.5 | 0.2 | -9.0 | -0.3 | 4.6 | -4.3
COc1ccc(CCN(C)C(=O)c2ccc(OCC(=O)N3CCOCC3)c(OC)c2)cc1OC | 14.6 | -1.0 | 5.0 | -2.9 | -0.3 | 8.7 | -10.1
Cc1ccc(/C(O)=C2/C(=O)C(=O)N(Cc3ccco3)C2c2cccs2)cc1 (stereo unspecified) | nt | -9.8 | 2.3 | nt | nt | -7.5 | 0.9
O=C(c1cccc(F)c1)N1CCCCN2[C@H](C1)[C@H](c1ccc(-c3cccnc3)cc1)[C@@H]2CO | nt | -3.0 | -3.7 | nt | -2.6 | 1.7[16.7 µM] | 0.1
C[C@@H]1CCCCO[C@@H](CN(C)Cc2ccc(Cl)c(Cl)c2)[C@H](C)CN([C@@H](C)CO)C(=O)c2cc(NC(=O)Nc3ccc(F)cc3)ccc2O1 | nt | -0.7 | 3.0 | -0.4 | -0.3 | -6.2[16.7 µM] | -3.2
CCOC(=O)C(OC(=O)c1sc(=S)n(C)c1C)C(C)=O (stereo unspecified) | -6.8 | -4.7 | nt | -5.3 | 2.4 | nt | nt
C[C@@H]1CN([C@@H](C)CO)S(=O)(=O)c2ccc(C3=CCCCC3)cc2O[C@H]1CN(C)Cc1ccccc1F | -41.7 | 0.3 | 13.0 | -9.1 | 2.6 | nt | -8.9
O=C(N[C@@H]1CC[C@H](CCNS(=O)(=O)c2cccc(Cl)c2)O[C@H]1CO)c1ccncc1 | 19.0 | -27.2 | 3.1 | -2.8 | 1.4 | 8.9[16.7 µM] | -1.1
O=C(O)C1CC(=O)N(c2ccc3c(c2)OCCO3)C1 (stereo unspecified) | -0.8 | -21.0 | nt | -24.9 | -1.8 | -3.2 | nt
CC(=O)Oc1ccc(-c2csc(Nc3ccc(S(N)(=O)=O)cc3)n2)cc1 | nt | 1.4 | -0.4 | nt | nt | nt | 5.7
Cc1sc2ncnc(N3CCC(C(=O)Nc4ccc(Br)cc4Br)CC3)c2c1C | -4.6 | -30.0 | -2.0 | 1.0 | 5.5 | nt | -1.9

Arranged by heavy-atom count (lowest first): some entries from above.
SMILES | Statin myotox sup | ARNT-TACC3 inh | SIRT5 inh | esBAF inh | Cneo AK release | miR122 inh | ERp5 block
CC1CCc2c(nc3ncnn3c2N2CC(C)OC(C)C2)C1 (stereo unspecified) | -3.9 | 3.2 | nt | 1.4 | -4.4 | 1.1 | nt
COc1ccc([C@@H]2CC=C(C(=O)O)CN2S(=O)(=O)c2ccc(Cl)cc2)cc1 | 0.7 | -1.6 | nt | -0.7 | -0.5 | nt | -0.7
O=C(Nc1ccc(F)cc1)N[C@@H]1CC[C@@H](CC(=O)N2CCCCC2)O[C@H]1CO | 4.5 | nt | 2.1 | 1.2 | 0.0 | nt | -1.4
C[C@@H]1CCCCO[C@H](CN(C)S(C)(=O)=O)[C@@H](C)CN([C@H](C)CO)C(=O)c2cc(NC(=O)NC3CCCCC3)ccc2O1 | -26.2 | -2.7 | -2.1 | 4.0 | 1.9 | 15.3[16.7 µM] | -17.7

(list continues)
SMILES | Statin myotox sup | ARNT-TACC3 inh | SIRT5 inh | esBAF inh | Cneo AK release | miR122 inh | ERp5 block
COc1ccc(CCn2cc(C#N)c(=O)[nH]c2=O)cc1OC | nt | 6.1 | -4.5 | nt | nt | -9.4 | ?
CC(=O)N1CCC(N(CCCOC(C)C)S(=O)(=O)c2ccc([N+](=O)[O-])cc2)CC1 | -3.3 | 8.1 | -2.3 | -4.7 | -1.0 | 1.5 | 0.2
COC(=O)Cn1cnc2c(cnn2-c2ccc(C)cc2)c1=O | -4.5 | -4.0 | nt | 20.6 | 0.4 | 2.1 | nt
Cc1ccc(S(=O)(=O)Nc2ccc3c(c2)C(=O)N([C@@H](C)CO)C[C@H](C)[C@@H](CN(C)S(=O)(=O)c2c(C)noc2C)OCCCC[C@@H](C)O3)cc1 | nt | 1.3 | 1.8 | 5.9 | 12.5 | 2.6[16.7 µM] | -4.4
COC(=O)c1ccc(C(=O)NC(=S)Nc2nc3c(s2)CCCC3)cc1 | nt | 4.8 | nt | nt | -2.9 | -0.6 | nt
O=C(Nc1ccccc1F)C1CCN(S(=O)(=O)c2cccnc2)CC1 | 6.1 | -1.6 | -2.3 | -1.7 | -4.6 | -3.7 | 2.1
NC(=O)c1cc2n(n1)C(C(F)(F)F)CC(c1ccco1)N2 (stereo unspecified) | 20.2 | -1.1 | nt | -4.9 | 3.9 | -7.0 | nt
COc1ccccc1-c1ccc2c(c1)[C@@H]1[C@@H](CCN1S(=O)(=O)c1cn(C)cn1)[C@@H](CO)N2 | 6.3 | 4.0 | -0.2 | 30.3 | -14.1 | 3.6[16.7 µM] | -1.4
COc1ccc(S(=O)(=O)N2CCN(c3nn(C)c(=O)n(C)c3=O)CC2)cc1 | -4.3 | -3.6 | -3.8 | -7.9 | -1.5 | -0.4 | 3.4
O=C(O)c1ccc(C(=O)O)c(C(=O)c2ccccc2)c1 | -1.3 | 1.1 | nt | -5.0 | -2.8 | -5.9 | nt
CCOc1ccc(NC(c2ccccc2)P(=O)(OC)OC)cc1 (stereo unspecified) | 2.5 | 0.7 | -2.8 | 16.8 | 0.2 | 11.7 | -1.8
COc1ccc(Nc2nc(N)nc(CSc3nnc(N)s3)n2)cc1 | -2.3 | -1.5 | nt | 10.2 | 0.1 | -8.8 | nt
O=C1O[C@H](c2ccccc2)[C@H](c2ccccc2)N2[C@H]1[C@@H](C(=O)N1CCCCCCC1)[C@]1(C(=O)Nc3ccc(C#CC4=CCCCC4)cc31)[C@H]2c1ccccc1OCCO | nt | 22.5 | 8.5 | nt | -1.9 | nt | 2.0

Source: PubChem
